# Bioassay records deposited in PubChem by National Center for Advancing Translational Sciences (NCATS).
# Epigenetic reg: derepresses silenced GFP reporter in murine cells; 280,000 tested, 0.2% active; Potency, µM (doses to about 53.9 µM), without a hit: at the top dose GFP activation, hits mostly activators; murine LDR cells, GFP reporter derepression, 30 h; further: potency means the concentration at half of the fitted maximal effect; % of control where 0% means no effect; nearly all actives have a fitted effect of over 60% in size
#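 Derepression of a silenced CMV-GFP reporter in murine LDR cells is scored by enumerating GFP-positive cells with a laser-scanning microplate cytometer after 30 hours of treatment at 37 C.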
# CBFb RUNX1 block: inhibitors of human CBF-beta and RUNX1 interaction; Q01196+Q13951; AlphaScreen CBFb-His/RUNX1-biotin binding, biochemical; Potency, µM (titrated, usually from 59.8 µM), inactives show at the highest dose activity, negative = inhibition, hits mostly inhibitors; 230,000 tested, under 10 active; AID 1477; further: % of control where 0% means no effect
# Target sequence (Q01196 whole entry, looked up): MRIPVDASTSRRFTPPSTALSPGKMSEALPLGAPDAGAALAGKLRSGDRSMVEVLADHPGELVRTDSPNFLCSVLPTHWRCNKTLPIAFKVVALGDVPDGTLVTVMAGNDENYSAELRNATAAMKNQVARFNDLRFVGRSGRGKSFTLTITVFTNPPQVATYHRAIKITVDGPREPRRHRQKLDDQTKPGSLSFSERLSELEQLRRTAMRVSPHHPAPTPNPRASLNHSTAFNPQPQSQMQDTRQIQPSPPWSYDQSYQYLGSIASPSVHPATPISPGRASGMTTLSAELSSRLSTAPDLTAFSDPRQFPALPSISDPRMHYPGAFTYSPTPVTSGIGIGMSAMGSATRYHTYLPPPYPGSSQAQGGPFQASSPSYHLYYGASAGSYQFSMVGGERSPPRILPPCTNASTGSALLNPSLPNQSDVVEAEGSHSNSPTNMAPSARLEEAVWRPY
# Target sequence (Q13951 whole entry, looked up): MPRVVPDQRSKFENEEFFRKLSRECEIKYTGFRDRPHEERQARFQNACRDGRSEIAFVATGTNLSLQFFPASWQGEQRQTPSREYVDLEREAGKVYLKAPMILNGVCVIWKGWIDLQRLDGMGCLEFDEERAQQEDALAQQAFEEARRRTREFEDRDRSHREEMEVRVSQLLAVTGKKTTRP
#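 AlphaScreen proximity signal reports loss of binding between His-tagged CBF-beta and biotin-labelled RUNX1, each at 30 nM. Proteins are pre-associated for 20 minutes, compounds added for 15 minutes, then beads for 90 minutes, all at ambient temperature.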
# HttQ103 aggreg: inhibitors of mutant huntingtin aggregate formation in PC12 cells | 220,000 tested, 1.1% active | Potency, µM (titrated, usually from 46.1 µM), without a hit: at the highest dose activity change, negative = inhibition, most hits filed as inhibitors | PC12 HttQ103-GFP aggregates, Acumen cytometry, 40 h; further: potency means the concentration at half of the fitted maximal effect; on the % scale 0 is the no-effect control and ±100 the full control effect; nearly all actives have a fitted effect of over 60% in size
#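 Compounds (qHTS titration) were added to PC12 cells expressing an ecdysone-driven HTT exon 1 Q103–GFP fusion after induction with 100 nM tebufenozide. Aggregate formation was measured as GFP objects in cell lysates.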
# KinaseGlo FLuc: Kinase-Glo luciferase inhibition (counter-screen) | AID 1379 | Kinase-Glo luciferase, ATP luminescence, 8 min | Potency, µM (top dose mostly 38.3 µM), without a hit: at the top dose activity change, negative = inhibition, usual class: inhibitors | 200,000 tested, 0.28% active; further: potency means the concentration at half of the fitted maximal effect; on the % scale 0 is the no-effect control and ±100 the full control effect; nearly all actives have a fitted effect of over 60% in size
#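 Recombinant Kinase-Glo luciferase, 10 uM ATP (linear range), luciferin; imidazole pH 7.2 / KCl / MgCl2 / Tween / BSA buffer; 8 min RT; luminescence.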
# NPSR antagonist: blocks cAMP signaling of the human neuropeptide S receptor. Q6W5P4. CHO-NPSR cells, cAMP TR-FRET, antagonist mode. Potency, µM (highest dose often 38.3 µM), without a hit: at the highest dose activity change, negative = inhibition, hits mostly inhibitors. 220,000 tested, 1% active; further: potency means the concentration at half of the fitted maximal effect; on the % scale 0 is the no-effect control and ±100 the full control effect; nearly all actives have a fitted effect of over 50% in size; many of its hits are not listed in these tables
# Target sequence (Q6W5P4 whole entry, looked up): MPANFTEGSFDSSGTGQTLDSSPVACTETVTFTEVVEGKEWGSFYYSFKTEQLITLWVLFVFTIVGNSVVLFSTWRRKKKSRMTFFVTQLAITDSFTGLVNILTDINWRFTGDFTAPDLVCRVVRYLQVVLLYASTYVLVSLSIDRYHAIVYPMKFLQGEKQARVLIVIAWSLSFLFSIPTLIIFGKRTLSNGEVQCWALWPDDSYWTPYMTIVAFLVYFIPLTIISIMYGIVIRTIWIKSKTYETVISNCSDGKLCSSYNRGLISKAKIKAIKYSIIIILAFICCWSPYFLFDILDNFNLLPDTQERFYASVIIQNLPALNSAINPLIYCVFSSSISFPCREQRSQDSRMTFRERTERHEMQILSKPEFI
# L3MBTL1 block: L3MBTL1 (human) inhibition. AID 485360. AlphaScreen L3MBTL1–H3K9me1 peptide binding. 230,000 tested, 0.66% active. Potency, µM (highest dose often 57.1 µM), for inactives: at the top dose activity, negative = inhibition, usual class: inhibitors; further: potency means the concentration at half of the fitted maximal effect; on the % scale 0 is the no-effect control and ±100 the full control effect; nearly all actives have a fitted effect of over 60% in size
#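 Displacement of a biotinylated histone H3(1-15) peptide monomethylated at Lys9 (75 nM) from L3MBTL1 (50 nM) was measured by AlphaScreen after a 30 min room-temperature compound incubation; cefsulodin titration served as intraplate control.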
# IMPase Li cell: membrane-permeable IMPase blocker, potentiated with lithium; 210,000 tested, 0.35% active; CHO-M1 cells, IP1 TR-FRET (IP-One), carbachol + lithium; Potency, µM (doses to about 59.4 µM), inactives show top-dose activity, negative = IMPase inhibition, usual class: inhibitors; AID 1457;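 further: IP1 builds up when IMPase is blocked and the TR-FRET signal falls; potency means the concentration at half of the fitted maximal effect; plate controls were basal vehicle for no effect and high inhibitor control for full effect; nearly all actives have a fitted effect of over 50% in size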
#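 Lithium-sensitised IP1 accumulation assay; M1-expressing CHO cells treated 30 min at 37C with compound. Competitive antibody detection by time-resolved FRET followed a 10 min room-temperature lysis step.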
# Numbers without * were called inactive; ? = inconclusive; / = not tested or not shown; & = joins results of further samples; [ ] = another dose, or the depositor's remark. The call rests on the fitted dose curve; in most records, active means well fitted curve in the direction sought with a large enough effect; inconclusive means small, poorly fitted or top-dose-only effect, or another doubt; inactive means no such curve, though single readings can be large; an effect the other way counts as inactive or inconclusive.
compound	Epigenetic reg	CBFb RUNX1 block	HttQ103 aggreg	KinaseGlo FLuc	NPSR antagonist	L3MBTL1 block	IMPase Li cell
C=CCNC(=S)NC(CC(=O)OC)c1ccc2c(c1)OCO2 (stereo unspecified)	-1.8%	-4%	-3%	0%	-5%	/	-4%
CCCc1c(OCCCCc2nn[nH]n2)ccc(C(C)=O)c1O	9.3%&-0.2%&0.0%&0.0%&-1.1%&-1.1%	18%&6%&-19%&16%&-7%&-2%	-1%&19%	1%&-1%&-2%	-21%&-12%	6%	-3%&-6%&-3%&29%&7%
O=C(O)/C=C/C(=O)Nc1ccc(N2CCOCC2)nc1N1CCOCC1	5.0%	6%	-13%[9.22 µM]	/	-19%	-9%	/
C/C=C(/C)C(=O)O[C@@H]1c2c(ccc3ccc(=O)oc23)O[C@@H]1C(C)(C)OC(=O)/C(C)=C\C	3.8%	-6%[2.36 µM]	?	2%	-42%	8%	16%
COC(=O)C1=C(Nc2ccc(OC)cc2)C=C(C)C(C(=O)OC)C1c1ccc(C)cc1 (stereo unspecified)	0.8%	10%	3%	0%	-24%[46.1 µM]	8%	-4%[38.3 µM]
COc1ccc(-n2c(N3CCN(C)CC3)nc3sc4c(c3c2=O)CCCCC4)cc1	-0.9%	0%	4%	-3%	-4%[46.1 µM]	-24%	-2%[38.3 µM]
CCOC(=O)C(NC(C)=O)(Nc1ccc(S(=O)(=O)Nc2cc(C)nc(C)n2)cc1)C(F)(F)F (stereo unspecified)	-1.1%	6%	18%	-3%	6%[46.1 µM]	0%	-38%[38.3 µM]
CS(=O)(=O)NCCNc1ccc(Cl)cc1[N+](=O)[O-]	-1.2%	3%	0%	10%	-12%	/	-2%
Cc1nc(-c2ccccc2)cn2c1nc1ccccc12	-2.0%	?	-17%	-1%	1%	31%[activator]	-1%
O=C1c2c(O)cc(O)cc2O[C@H](c2ccc(O)c(O)c2)[C@@H]1O	2.1%	-9%	/	/	-1%	/	/
CC(C)CC1c2[nH]c3ccccc3c2CCN1C(=O)c1cnccn1 (stereo unspecified)	2.5%	1%	-4%	0%	3%	-16%	1%
COCCNC(=O)C(c1cccs1)N(Cc1cccs1)C(=O)Cn1nnc2ccccc21 (stereo unspecified)	-0.1%	-8%	?	-2%	-24%	-6%[11.4 µM]	1%
Cc1cc2nccc(-c3ccccn3)n2n1	-0.4%	-1%	-21%	-3%	18%	15%	0%
CCOc1ncccc1C(=O)Nc1ccc(-c2ccc3nnc(C)n3n2)cc1	5.1%	-4%	8%	1%	18%	/	-19%
CCn1c(=O)n(CCOC)c(=O)c2c3c(sc21)CCCC3	-1.2%	9%	?	-2%	-10%[46.1 µM]	5%	1%
Cc1nnc(SCCn2c(N3CCCC(C)C3)nc3c2c(=O)[nH]c(=O)n3C)s1 (stereo unspecified)	2.0%	1%	-1%	-4%	-11%[46.1 µM]	1%	15%[38.3 µM]
CN(Cc1cccnc1)C(=O)CNC(=O)c1ccc(Cl)cc1Cl	1.3%	-2%	-8%	-2%	13%	2%	6%
O=C(O)CN1CCN(c2ncc(C(F)(F)F)cc2Cl)CC1	-4.3%	6%	-6%	1%	-16%	4%	-2%
CCOC(=O)c1cnc(-n2cc(C)cn2)nc1Nc1ccccc1OCC	-0.9%	4%	13%	-3%	?	0%	-3%[38.3 µM]
COc1cc(CN2CCC(C(=O)N3CCCC(C)C3)CC2)cc(OC)c1O (stereo unspecified)	0.1%	-1%	13%	-1%	4%[46.1 µM]	/	33%[activator][38.3 µM]
Cc1cc(C)nc(SCNC(=O)c2ccc(F)cc2)n1	0.9%	-2%	0%	-8%	-6%[46.1 µM]	2%	-5%[38.3 µM]
CCN(Cc1ccccc1)S(=O)(=O)c1ccc(C(=O)N2CCN(c3nc4ccccc4s3)CC2)cc1	1.1%	-11%	?	-5%	10%	0%	26%
CC(=O)c1cc2c(cc1NC(=O)CN1CCCCCC1)OCO2	1.9%	2%	-1%	-1%	-9%[46.1 µM]	0%	10%[38.3 µM]
Cc1ccc(Cl)cc1N1CCN(C(=S)NCCc2ccccc2)CC1	0.1%	?	?	4%	-47%	0%[11.4 µM]	14%
O=C(c1ccc2c(c1)OCO2)N1CCC2(CC1)Oc1ccc(Cl)cc1C(=O)C21CC(c2ccccc2)=NO1 (stereo unspecified)	0.1%	1%	-3%[9.22 µM]	/	-3%	/	/
NS(=O)(=O)c1cccc(NC(=O)CN2CCC(Cc3ccccc3)CC2)c1	-1.3%	-14%	-10%	2%	-8%	1%	10%
CCC(C)NC(=O)C(=O)NCc1ccncc1 (stereo unspecified)	3.4%	0%	16%	1%	4%[46.1 µM]	4%	4%[38.3 µM]
O=C(O)C1CCCCC1C(=O)Nc1ccccc1Cl (stereo unspecified)	-3.0%	-3%	-1%	4%	-8%[46.1 µM]	3%	2%[38.3 µM]
OCCCC1CCCCN1Cc1nc(Cc2ccccc2Cl)no1 (stereo unspecified)	-4.2%	0%	-12%[9.22 µM]	1%	0%	3%	7%
c1n[nH]c(NC2=NCCC2)n1	-1.9%	5%	-1%	-4%	5%[46.1 µM]	?	2%[38.3 µM]
OCCC1CN(Cc2nc3c(s2)CCCC3)CCN1Cc1ccccc1 (stereo unspecified)	-5.8%	9%	-4%[9.22 µM]	/	7%	-5%	/
COCCNC(=O)COC(=O)c1ccc(OCC(=O)Nc2ccccc2OC)c(OC)c1	-1.6%	21%	5%	4%	0%	51%[activator]	7%
Cc1cc(C)cc(C(=O)Nc2ccc(N3CCCC3)cc2)c1	-0.1%	1%	14%	-29%	-22%	-6%[2.29 µM]	20%
COCC(C)NC(=O)C1CC(c2cccc(Br)c2)=NO1 (stereo unspecified)	0.8%	5%	6%	-1%	11%[46.1 µM]	2%	-3%[38.3 µM]
CCn1c(=O)c(C)nn2c3ccccc3nc12	-2.9%	4%	14%	-3%	1%[46.1 µM]	4%	-11%[38.3 µM]
COc1cc2ccccc2cc1C(=O)NCC(c1cccs1)N(C)C (stereo unspecified)	-3.6%	-9%	?	-22%	-34%	-25%	22%
COc1ccc(/C(N)=N/OC(=O)Cc2ccccc2[N+](=O)[O-])cc1	0.1%	-13%	5%	1%	3%	-5%	1%
COc1cccc(/C=N/n2c(-c3n[nH]c4c3CCC4)n[nH]c2=S)c1OC	-0.8%	-2%	5%[9.22 µM]	/	3%	-4%	/
CCOc1ccc(NC(=O)c2ccccn2)cc1	-2.0%	5%	8%	13µM*	5%	-5%	1%
CC1=NN(c2ccccc2)C(=O)/C1=C\c1cn(CCC#N)nc1-c1ccc(Cl)cc1	1.5%	5%	31%	-2%	-54%	?	15%
O=C1/C(=C\Nc2ccccc2)CCN1c1ncccn1	0.7%	-9%	0%	-5%	-4%[46.1 µM]	/	36%[activator][38.3 µM]
COc1ccccc1NS(=O)(=O)c1cc(N/C(=N\S(=O)(=O)c2ccccc2)c2ccc(F)cc2)ccc1Cl	3.1%	4%	16%	3%	-20%	-8%	-13%
CC1CCC2(CC1)NC(=O)N(Cc1cccc(C(F)(F)F)c1)C2=O (stereo unspecified)	1.3%	16%	?	-4%	-19%	7%	10%
O=c1c2ccccc2nc(SCc2ccc(F)cc2Cl)n1CCCN1CCOCC1	-1.1%	5%	1%[9.22 µM]	/	?	/	/
O=S(=O)(c1ccc(F)cc1)N1CCN(c2ccccc2)CC1	-1.5%	3%	1%	2%	-19%[46.1 µM]	/	43%[activator][38.3 µM]
c1ccc(-c2cc(N3CCCCC3)ncn2)cc1	-1.1%	9%	-13%	-1%	-14%[46.1 µM]	8%	22%[38.3 µM]

# Reprinted from the entries so far (twelve entries):
compound	Epigenetic reg	CBFb RUNX1 block	HttQ103 aggreg	KinaseGlo FLuc	NPSR antagonist	L3MBTL1 block	IMPase Li cell
C=CCNC(=S)NC(CC(=O)OC)c1ccc2c(c1)OCO2 (stereo unspecified)	-1.8%	-4%	-3%	0%	-5%	/	-4%
CCCc1c(OCCCCc2nn[nH]n2)ccc(C(C)=O)c1O	9.3%&-0.2%&0.0%&0.0%&-1.1%&-1.1%	18%&6%&-19%&16%&-7%&-2%	-1%&19%	1%&-1%&-2%	-21%&-12%	6%	-3%&-6%&-3%&29%&7%
O=C(O)/C=C/C(=O)Nc1ccc(N2CCOCC2)nc1N1CCOCC1	5.0%	6%	-13%[9.22 µM]	/	-19%	-9%	/
C/C=C(/C)C(=O)O[C@@H]1c2c(ccc3ccc(=O)oc23)O[C@@H]1C(C)(C)OC(=O)/C(C)=C\C	3.8%	-6%[2.36 µM]	?	2%	-42%	8%	16%
COC(=O)C1=C(Nc2ccc(OC)cc2)C=C(C)C(C(=O)OC)C1c1ccc(C)cc1 (stereo unspecified)	0.8%	10%	3%	0%	-24%[46.1 µM]	8%	-4%[38.3 µM]
COc1ccc(-n2c(N3CCN(C)CC3)nc3sc4c(c3c2=O)CCCCC4)cc1	-0.9%	0%	4%	-3%	-4%[46.1 µM]	-24%	-2%[38.3 µM]
CCOC(=O)C(NC(C)=O)(Nc1ccc(S(=O)(=O)Nc2cc(C)nc(C)n2)cc1)C(F)(F)F (stereo unspecified)	-1.1%	6%	18%	-3%	6%[46.1 µM]	0%	-38%[38.3 µM]
CS(=O)(=O)NCCNc1ccc(Cl)cc1[N+](=O)[O-]	-1.2%	3%	0%	10%	-12%	/	-2%
Cc1nc(-c2ccccc2)cn2c1nc1ccccc12	-2.0%	?	-17%	-1%	1%	31%[activator]	-1%
O=C1c2c(O)cc(O)cc2O[C@H](c2ccc(O)c(O)c2)[C@@H]1O	2.1%	-9%	/	/	-1%	/	/
CC(C)CC1c2[nH]c3ccccc3c2CCN1C(=O)c1cnccn1 (stereo unspecified)	2.5%	1%	-4%	0%	3%	-16%	1%
COCCNC(=O)C(c1cccs1)N(Cc1cccs1)C(=O)Cn1nnc2ccccc21 (stereo unspecified)	-0.1%	-8%	?	-2%	-24%	-6%[11.4 µM]	1%

# The list is partial; count on the stated rates, not on these rows.
